APP 5'UTR act – APP 5'UTR luciferase reporter activation; 190,000 compounds, 1% hits; activation, % at 2 µM; SH-SY5Y APP 5'UTR luciferase reporter, luminescence; zero percent = DMSO vehicle wells;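 active means activation above a set limit, based on mean plus 3 SD of controls, cut at about 140% in these data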; further: values of inactives mirror those of a sister screen read the other way
TLR4 MyD88 comp – TLR4-MyD88 interaction inhibition in cells; O00206+Q99836; HeLa CL3-4 TLR4/MyD88 BLA complementation, FRET ratio; inhibition, % at 8.4 µM; 200,000 compounds, 0.18% hits; in the data active means inhibition above about 25%;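 further: 0% = vehicle and 100% = reference inhibitor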
Target sequence (O00206 whole entry, looked up): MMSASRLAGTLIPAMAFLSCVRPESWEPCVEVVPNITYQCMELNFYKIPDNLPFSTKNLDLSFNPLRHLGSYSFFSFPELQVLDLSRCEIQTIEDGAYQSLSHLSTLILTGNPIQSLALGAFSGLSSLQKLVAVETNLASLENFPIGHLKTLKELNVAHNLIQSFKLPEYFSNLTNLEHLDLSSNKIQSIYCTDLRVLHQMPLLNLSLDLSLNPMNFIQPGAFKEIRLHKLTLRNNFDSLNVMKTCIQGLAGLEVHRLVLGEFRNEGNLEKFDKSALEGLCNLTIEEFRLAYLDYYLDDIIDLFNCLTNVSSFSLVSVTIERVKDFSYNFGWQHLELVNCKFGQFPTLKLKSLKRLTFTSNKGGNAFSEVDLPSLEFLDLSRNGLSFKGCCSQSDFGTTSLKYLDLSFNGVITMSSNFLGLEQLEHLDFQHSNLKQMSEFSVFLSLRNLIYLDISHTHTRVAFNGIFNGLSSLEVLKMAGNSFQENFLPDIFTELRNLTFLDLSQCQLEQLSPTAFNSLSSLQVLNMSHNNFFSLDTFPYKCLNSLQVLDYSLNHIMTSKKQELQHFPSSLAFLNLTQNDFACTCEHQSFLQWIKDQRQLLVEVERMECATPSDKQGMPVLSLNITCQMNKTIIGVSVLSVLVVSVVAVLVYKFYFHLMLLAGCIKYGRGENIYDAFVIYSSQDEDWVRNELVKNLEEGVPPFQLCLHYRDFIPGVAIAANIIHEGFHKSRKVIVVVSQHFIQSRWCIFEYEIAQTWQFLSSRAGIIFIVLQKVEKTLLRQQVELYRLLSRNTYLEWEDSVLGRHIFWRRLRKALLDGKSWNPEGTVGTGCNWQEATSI
Target sequence (Q99836 whole entry, looked up): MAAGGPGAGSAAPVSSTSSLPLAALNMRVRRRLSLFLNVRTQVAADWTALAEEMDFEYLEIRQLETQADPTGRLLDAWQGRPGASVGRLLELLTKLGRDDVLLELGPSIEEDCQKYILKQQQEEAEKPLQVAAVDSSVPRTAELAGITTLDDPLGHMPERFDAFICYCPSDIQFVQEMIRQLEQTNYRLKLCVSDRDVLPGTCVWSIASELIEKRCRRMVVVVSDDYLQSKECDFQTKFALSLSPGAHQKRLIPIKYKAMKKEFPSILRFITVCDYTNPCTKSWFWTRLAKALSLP
FLuc inh counter – counter-screen for luciferase assay inhibitors: firefly luciferase inhibition; P08659; ATPLite firefly luciferase biochemical luminescence, 10 min; inhibition, % at 10 µM; 200,000 compounds, 1.5% hits; AID 1006;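 active means inhibition above about 50% when tested at 10 µM, limit read from the data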
Diaph inh CS – counter-screen for diaphorase-based assays: diaphorase inhibitors and chemical oxidizers | diaphorase resazurin-to-resorufin fluorescence, NADH, 16 min; bacterial (C. kluyveri) enzyme, not human | inhibition, % at 20 µM | 190,000 compounds, 0.69% hits | AID 1217;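 active means primary screen inhibition at 20 µM above a set limit, cut at about 50% in these data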;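 further: plate controls were DMSO with full reaction for no effect and wells lacking NADH for full effect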
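Assay system: diaphorase enzyme from Clostridium kluyveri. Quantity: enzyme working solution with 0.14 U/mL diaphorase. Schedule: reaction incubation of 16 min at room temperature. Technique: resorufin fluorescence, excitation 544 nm, emission 590 nm. Controls: No-NADH positive control and DMSO neutral control.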
G6PDH CS – L. mesenteroides G6PDH inhibition counter-screen | Purified L. mesenteroides G6PDH, diaphorase/resazurin coupled fluorescence, 45 min | inhibition, % at 5 µM | 200,000 compounds, 0.12% hits; in the data active means inhibition above about 50%
FLuc act counter – affects firefly luciferase, flagging false hits in luciferase stimulation screens. 200,000 tested, under 10 active. AID 1027. activation factor at 10 µM. ATPlite luciferase biochemical, luminescence, 10 min; 0 = ATP-free wells, 1 = DMSO control. P08659;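 active means luciferase activation factor, scaled between plate controls, of at least 2 with compound at 10 µM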
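Assay system: Luciferase/luciferin reagent mix; Medium: PBS as buffer for the ATP substrate; Dosing: test compounds dosed from 2 mM stocks in 100% DMSO; Times: 10 min, room temperature; Signal: luminescence from luciferase reaction; Read-out: luciferase activation; Controls: No-ATP low control, compound-free enzyme-plus-ATP high control.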
NF-kB expr up – NF-kB expression increase, human neuronal cells; NF-kB reporter expression; active compounds read high; fold change at 12.5 µM; 190,000 compounds, 1.6% hits; in the data active means fold change above about 3.3
APP 5UTR inh – APP translation inhibition; SH-SY5Y APP 5'UTR-luciferase reporter, luminescence; inhibition, % at 2 µM; 190,000 compounds, 0.82% hits; AID 1285;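 active means inhibition above a set limit, derived from the sample mean plus 3 SD, cut at about 45% in these data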; further: values of inactives mirror those of a sister screen read the other way
STAT1 activator – STAT1 signaling activation | NIH 3T3 STAT1-luciferase reporter, IFN-gamma, luminescence; 100% = IFN-gamma alone, no compound | activation (% of control), % at 5.5 µM | 200,000 compounds, 2.6% hits;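 active means activation above the screen-wide mean activation plus 3 SD, cut at about 130% in these data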;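 further: raw ratio to IFN-gamma control signal so 100% means no change and 0% no light; values of inactives mirror those of a sister screen read the other way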
Diaphorase act – counter-screen for diaphorase-based assays: diaphorase activators and chemical reducers; Diaphorase/resazurin coupled assay, resorufin fluorescence, 16 min; active compounds read high; 1 = vehicle wells, 0 = NADH-free wells; activation factor at 20 µM; 190,000 compounds, 0.005% hits; AID 1229;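 active means diaphorase activity raised at least twofold by the compound at 20 µM; inactive means activation factor below 2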
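Assay system: Purified diaphorase enzyme from Clostridium kluyveri | Amount: Enzyme 0.07 U/mL final | Dosing: Compound 20 µM once, DMSO 1% | Timing: 16 min reaction at room temperature | Detection: Fluorescence, excitation 544 nm and emission 590 nm | Evaluation: Higher resorufin formation from activation or reduction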
Starred values were filed as active, the others as inactive; · = no result given.

SMILES	APP 5'UTR act	TLR4 MyD88 comp	FLuc inh counter	Diaph inh CS	G6PDH CS	FLuc act counter	NF-kB expr up	APP 5UTR inh	STAT1 activator	Diaphorase act
CN(C)S(=O)(=O)NCCNC(=O)c1cc(OCC(F)(F)F)ccc1OCC(F)(F)F	-22	11	-2	10	4	1	1.1	22	104	0.9
Cc1ccc(Nc2nc(CSc3nnc(-c4ccncc4)n3C)cs2)cc1	87	-2	90*	-4	-10	0.1	4.4*	-87	94	1
Cc1cc(=O)oc2cc(OC(=O)c3ccco3)ccc12	2	-1	26	8	21	0.7	·	-2	102	0.9
CCC(C)NC(=O)C1CCCCN1S(=O)(=O)c1ccc(F)cc1 (stereo unspecified)	-30	4	-4	15	-9	1	0.99	30	97	0.9
CCC(=O)Nc1nnc(CSCc2ccccc2)s1	17	2	-2	5	7	1	1.6	-17	102	1
COc1ccc(-n2c(=S)[nH]c3cc(C(=O)Nc4cccc(C)c4)ccc3c2=O)cc1	1	2	0	-1	-2	1	1.1	-1	92	1
O=C(NCCCN1CCCC1=O)c1cccs1	-9	-2	-4	8	9	1	1.3	9	102	0.9
CCCN(CCC)S(=O)(=O)c1ccc(C(=O)Nc2nnc(COC)o2)cc1	-7	5	1	8	4	1	1	7	94	0.9
Cc1ccc(NC(=O)NCCCN2CCCC2=O)cc1	22	-13	-2	2	-4	1	1.5	-22	105	1
CCCC(Oc1ccc(Br)cc1)c1nc2c3cc(OC)c(OC)cc3nc(=S)n2[nH]1 (stereo unspecified)	-2	0	-6	29	1	1.1	0.88	2	100	0.7
O=C(NCc1ccc2c(c1)OCO2)C1CCC(CNc2c(N3CCCCC3)c(=O)c2=O)CC1 (stereo unspecified)	-24	-1	-6	13	-17	1.1	1.1	24	99	0.9
CCOC(=O)Cn1nc(C)n(-c2ccc(C(C)C)cc2)c1=O	2	17	-7	9	6	1.1	1.1	-2	98	0.9
COCCN1C=C(C(=O)OC)C(c2ccc3c(c2)OCO3)C(C(=O)OC)=C1	19	2	-3	10	2	1	1.6	-19	97	0.9
CC(C)NC(=O)NC(=O)CSc1nnc(COc2ccccc2Cl)o1	-9	-11	-6	9	-18	1.1	0.91	9	100	0.9
c1ccc2c(c1)OCC(c1nn3c(Cn4nnc5ccccc54)nnc3s1)O2 (stereo unspecified)	-22	-2	-4	14	-13	1	0.98	22	97	0.9

3 compounds picked at random from those above:
SMILES	APP 5'UTR act	TLR4 MyD88 comp	FLuc inh counter	Diaph inh CS	G6PDH CS	FLuc act counter	NF-kB expr up	APP 5UTR inh	STAT1 activator	Diaphorase act
c1ccc2c(c1)OCC(c1nn3c(Cn4nnc5ccccc54)nnc3s1)O2 (stereo unspecified)	-22	-2	-4	14	-13	1	0.98	22	97	0.9
Cc1ccc(Nc2nc(CSc3nnc(-c4ccncc4)n3C)cs2)cc1	87	-2	90*	-4	-10	0.1	4.4*	-87	94	1
CCOC(=O)Cn1nc(C)n(-c2ccc(C(C)C)cc2)c1=O	2	17	-7	9	6	1.1	1.1	-2	98	0.9

3 entries out of the list above, sorted by the number in APP 5UTR inh, smallest number first:
compound | APP 5'UTR act | TLR4 MyD88 comp | NF-kB expr up | APP 5UTR inh | STAT1 activator
CCOC(=O)Cn1nc(C)n(-c2ccc(C(C)C)cc2)c1=O | 2 | 17 | 1.1 | -2 | 98
CC(C)NC(=O)NC(=O)CSc1nnc(COc2ccccc2Cl)o1 | -9 | -11 | 0.91 | 9 | 100
CCC(C)NC(=O)C1CCCCN1S(=O)(=O)c1ccc(F)cc1 (stereo unspecified) | -30 | 4 | 0.99 | 30 | 97

Carrying on.
SMILES	APP 5'UTR act	TLR4 MyD88 comp	FLuc inh counter	Diaph inh CS	G6PDH CS	FLuc act counter	NF-kB expr up	APP 5UTR inh	STAT1 activator	Diaphorase act
CCCSc1nnc(NC(=O)Nc2ccc(F)cc2)s1	10	12	-4	2	-11	1	0.65	-10	92	1
COC(=O)c1cc(COc2ccc3c(c2)oc(=O)c2ccccc23)c(C)o1	1	-4	-7	2	0	1.1	1.1	-1	97	1
CC1=NN(c2ccc(C)c(C)c2)C(=O)C1C(c1cccc(O)c1)C1C(=O)N(c2ccc(C)c(C)c2)N=C1C (stereo unspecified)	11	0	-10	21	5	1.1	0.79	-11	95	0.8
c1ccc2c(CCNc3ncnc4nc[nH]c34)c[nH]c2c1	5	-8	2	18	-11	1	0.76	-5	101	0.8
N#Cc1ccc(Oc2nc(C(N)=O)cc(-c3ccccc3)n2)cc1	4	-1	1	8	2	1	1.1	-4	102	0.9
Oc1[nH]c2ccccc2c1C1=NCCCCC1	-11	-14	-3	17	11	1	1.3	11	99	0.8
CCC(=O)Nc1cc(-c2cc3ccccc3oc2=O)ccc1OC	78	1	2	14	5	1	0.93	-78	118	0.9
CCCC/S(CC1CC1(Cl)Cl)=N\S(=O)(=O)c1ccc(C)cc1 (stereo unspecified)	5	-7	-3	3	5	1	1.3	-5	91	1
O=C(COc1ccc(S(=O)(=O)NC2CCCCC2)cc1)NC1CCCCC1	0	-8	-1	7	-6	1	0.95	0	92	0.9
O=[N+]([O-])c1ccccc1NCCOc1ccccc1	93	-9	19	8	5	0.8	1	-93	129*	0.9
O=C(/C=C/c1cccs1)N1CCN(c2ccccc2F)CC1	9	-10	3	9	9	1	1.1	-9	109	0.9
FC(F)(F)c1cc(Oc2ccccc2Cl)nc(-c2ccccn2)n1	5	-2	-8	17	9	1.1	3.1	-5	99	0.8
Cc1ccc(-c2nc(=S)c3c(n2CCN2CCOCC2)CC(C)(C)OC3)cc1	-2	-12	-10	21	10	1.1	1.1	2	97	0.8
CC(=O)C1=C(C)NC(SCC(=O)c2ccc(Cl)cc2)=C(C#N)C1CC(C)C (stereo unspecified)	1	9	10	14	-5	0.9	1.2	-1	102	0.9
CCC(=O)N1CCN(c2ccc(NC(=S)NC(=O)c3ccc(OC)c([N+](=O)[O-])c3)cc2)CC1	12	-3	-3	38	7	1	0.56	-12	97	0.6
CCC(C)NC(=O)CN1C(=O)C(CC)Sc2ccccc21 (stereo unspecified)	18	1	-7	-14	8	1.1	0.94	-18	97	1.1
COc1cnc(-c2ccccn2)nc1N(C)C	-34	-11	-2	4	36	1	1	34	92	1
COc1ccc(NC(=O)c2cccnc2C(=O)O)c(OC)c1	12	-6	-2	28	-1	1	1.1	-12	100	0.7
Cc1ccccc1C(=O)c1cccn1CC(=O)NC(C)c1ccc2c(c1)OCCO2 (stereo unspecified)	13	11	-3	-4	4	1	0.84	-13	110	1
CCCC(=O)N1c2ccccc2C(=C2SC(C(=O)OC)=C(C(=O)OC)S2)C(=S)C1(C)C	-1	-18	-8	15	8	1.1	1	1	102	0.8
COC(=O)c1ccc(N2C(=O)CC(N(C)CCc3ccc(OC)c(OC)c3)C2=O)cc1 (stereo unspecified)	-2	-6	-3	13	3	1	0.97	2	93	0.9
O=C(Nc1cccc2c1CCCC2)c1ccco1	4	7	-2	6	8	1	1	-4	102	0.9
Nc1cc(=O)nc(SCC(=O)NCc2ccccc2)n1CCc1ccccc1	2	2	-8	11	2	1.1	1.2	-2	100	0.9
COc1ccc(Oc2ccc(/C=N/NC(=O)c3cccnc3)cc2[N+](=O)[O-])cc1	30	-18	-3	7	-3	1	1	-30	91	0.9
Cn1c(CNC(=O)c2ccccc2F)nnc1SCCOc1ccccc1	4	15	-7	11	10	1.1	1.1	-4	100	0.9
Cc1ccc(S(=O)(=O)Nc2ccc(Cl)cc2C(=O)c2ccccc2)cc1	7	-2	-5	9	-4	1.1	1	-7	89	0.9
CC1(C)CC(=O)c2cc(OCC(=O)NCCCN3CCN(c4ccccc4F)CC3)ccc2O1	-10	-8	-4	10	-33	1	0.91	10	98	0.9
O=C(NCCc1nnc2ccc(NCc3cccnc3)nn12)c1ccccc1F	2	1	-5	22	0	1.1	0.95	-2	96	0.8
O=C(C1CCN(S(=O)(=O)N2CCC3(CC2)OCCO3)CC1)N1CCCCC1	-3	-18	-6	13	-3	1.1	1.3	3	98	0.9
CC(C)(C)n1nnnc1CN1CCN(C2CCCC2)CC1	15	14	-5	12	-14	1.1	1.2	-15	105	0.9

STAT1 activator: what is marked active above.
| molecule | APP 5'UTR act | TLR4 MyD88 comp | NF-kB expr up | APP 5UTR inh | STAT1 activator |
| --- | --- | --- | --- | --- | --- |
| O=[N+]([O-])c1ccccc1NCCOc1ccccc1 | 93 | -9 | 1 | -93 | 129* |

Molecules above that contain an NH in an aromatic ring, in the order listed:
SMILES	APP 5'UTR act	TLR4 MyD88 comp	FLuc inh counter	Diaph inh CS	G6PDH CS	FLuc act counter	NF-kB expr up	APP 5UTR inh	STAT1 activator	Diaphorase act
COc1ccc(-n2c(=S)[nH]c3cc(C(=O)Nc4cccc(C)c4)ccc3c2=O)cc1	1	2	0	-1	-2	1	1.1	-1	92	1
CCCC(Oc1ccc(Br)cc1)c1nc2c3cc(OC)c(OC)cc3nc(=S)n2[nH]1 (stereo unspecified)	-2	0	-6	29	1	1.1	0.88	2	100	0.7
c1ccc2c(CCNc3ncnc4nc[nH]c34)c[nH]c2c1	5	-8	2	18	-11	1	0.76	-5	101	0.8
Oc1[nH]c2ccccc2c1C1=NCCCCC1	-11	-14	-3	17	11	1	1.3	11	99	0.8

Following part.
SMILES	APP 5'UTR act	TLR4 MyD88 comp	FLuc inh counter	Diaph inh CS	G6PDH CS	FLuc act counter	NF-kB expr up	APP 5UTR inh	STAT1 activator	Diaphorase act
COc1ccc(-c2cc(=O)oc3cc(OCc4nn[nH]n4)ccc23)cc1	5	12	0	22	4	1	1.1	-4	96	0.8
Clc1ccccc1CSc1cc2c(nn1)-c1ccccc1CC2	58	2	10	15	4	0.9	3.7*	-58	128	0.9
CC(=O)N1CCN(CC(=O)Nc2c(Cl)ccc(C)c2Cl)CC1	24	-9	-2	-4	10	1	1	-24	107	1
COCCNC(=O)Cn1nc(-c2ccccc2OC)ccc1=O	5	1	-6	16	1	1.1	0.89	-5	101	0.8
O=C(Oc1ccccc1)N1CCN(c2ccc(F)cc2)CC1	3	5	-3	-5	7	1	1.3	-3	106	1
O=C(Cn1cnc2c(oc3ccccc32)c1=O)N1CCCc2ccccc21	-3	7	1	-1	4	1	1	3	109	1
Cc1ccc(S(=O)(=O)Nc2cccc3cccnc23)cc1	-29	17	-1	11	11	1	0.14	29	84	0.9
CC(C)(C)c1ccc(C(=O)N2CCNCC2)cc1	-3	-4	-2	5	8	1	1.1	3	107	1
COCCNC(=O)C12CC3CC(C1)CC(c1ccccc1)(C3)C2	-1	-10	-10	2	11	1.1	1.2	1	104	1
COc1ccccc1N1CCN(C(=O)c2ccc3nc[nH]c3c2)CC1	-12	6	-4	-8	17	1	1.2	12	103	1.1
CCOc1cc(C)c(S(=O)(=O)N2CCCCC2)cc1C	-14	6	-7	31	13	1.1	1	14	101	0.7
O=C(Nc1ccccc1C(=O)O)c1ccc(Cl)c(S(=O)(=O)N2CCOCC2)c1	9	-8	60*	10	11	0.4	0.72	-9	53	0.9
COc1cccc(-n2nnc3c(=O)n(Cc4ccc(Br)cc4)cnc32)c1	-8	9	-4	8	-4	1	1.1	8	100	0.9

Source: PubChem BioAssay (several laboratories)

Random draw from the library (roughly 5.6% active in at least one column).
